# Pf Dd2 growth = inhibitors of Plasmodium falciparum Dd2 growth; hit rate 4.3% among 120,000; P. falciparum Dd2 growth, SYBR Green, 72 h; Potency, µM (top dose mostly 28.9 µM), without a hit: at the highest dose activity, negative = inhibition, actives largely listed as inhibitors; active = well fitted inhibition curve with a large enough effect; inconclusive = small, poorly fitted or top-dose-only effect; inactive = no such curve, though single readings can be large or run the other way;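 note: plate controls were DMSO vehicle for no effect and reference drug for full effect; nearly all actives have a fitted effect of over 65% in size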
#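 Infected erythrocytes (Dd2, 0.3% parasitemia, 2.5% hematocrit final) are added to compound in RPMI-1640/Albumax II medium, grown 72 h at 37C in low oxygen, then lysed with saponin/Triton-X containing SYBR Green and read by fluorescence.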
# Starred values were filed as active, the others as inactive; i = inactive; u = inconclusive; [ ] = another dose, or the depositor's remark. Potency is the fitted concentration of half-maximal effect. Some of the compounds tested; rates above refer to the full screens.
SMILES,Pf Dd2 growth
CC(=O)Nc1cccc(C(=O)N2CCC(c3n[nH]c(=O)n3-c3ccc(C)cc3)CC2)c1,u
CCOC(=O)c1cnc2c(C)cc(C)cc2c1NCCN1CCOCC1,20.4%
Cc1nccc(N2CCC(Oc3cnc4c(ccn4CCN[S+](C)(=O)[O-])c3)CC2)n1,-27.2%[44.1 µM]
O=C1Nc2ccccc2O[C@H]2C[C@@H]1N(C(=O)c1ccccc1)C2,6.1%[44.1 µM]
O=C(Cc1ccc2c(c1)OCO2)N1CCCn2nc(C(O)CO)cc2C1 (stereo not drawn),-6.9%
O=C(NC1CCCC1)N1CC(Oc2cccc(-c3nc(-c4ccccc4)no3)c2)C1,i[5.79 µM]
CN(C)[C@@H]1CN(C(=O)c2ccoc2)CC[C@]1(O)c1ccccc1,19.7%[5.79 µM]
CCNC(=O)Nc1ccc(OCC(=O)NCc2cccs2)nc1,i
Cc1ccc(Cl)cc1N1CCN(c2ncnc3onc(C)c23)CC1,-13.7%
CS(=O)(=O)N1CC2(CCN(C3CCCCC3)C2)Cc2ccccc21 (stereo not drawn),u
Cc1cccc(CC(=O)N2CCCC(c3nn(C)c(=O)n3Cc3ccccc3)C2)c1 (stereo not drawn),i
CC(CCn1cccn1)NC(=O)c1ccc(OC2CCN(C(=O)C3CC3)CC2)cc1 (stereo not drawn),-1.8%
O=C1NCc2ccccc2CC12CCN(Cc1cc(F)ccc1O)CC2,u
CCC(=O)N1c2ccc(S(=O)(=O)N3CCCCCC3)cc2CC1C (stereo not drawn),14.5%
C[C@H]1CN(C(=O)c2ccc(F)cc2)C[C@@H]1c1nc(-c2ccccc2)no1,i
Cc1ccc(NS(=O)(=O)c2cn(C)c(C)n2)c(Br)c1,i
Cc1ccc(OCCn2cc(C(=O)C3CCCCC3)c3ccccc32)cc1,u
O=C(Cc1ccc(F)cc1)NCCc1csc2nc(-c3ccccc3F)nn12,i
COC(=O)c1c(-c2ccc(Cl)cc2)noc1N1CCN(c2cccc(OC)c2)CC1,u
CCCCNC(=O)c1cc2n(n1)CCCN(Cc1ccc(C)cc1)C2=O,u
COc1ccc(Nc2ccc3c(n2)CN(Cc2ccc(F)cc2)C(=O)CO3)cn1,-13.8%[44.1 µM]
CN1CCCN(S(=O)(=O)c2ccc3c(c2)OCCO3)c2ccccc21,-22.7%
Cc1ccc2[nH]cc(C(c3ccccc3)c3ccc(C)s3)c2c1 (stereo not drawn),u
CCN(CC)C1CCOC2(CCN(C(=O)C3CC3)CC2)C1 (stereo not drawn),7.1%
COCCOc1cc(=O)n2c(c1C(=O)NCCC1=CCCCC1)CCOCC2,-4.9%
Cc1cc(F)ccc1OC1CN([S+](=O)([O-])c2cccc(C(F)(F)F)c2)C1,-4.6%
Cc1cc(Cl)ccc1OCC(=O)N(Cc1sccc1C)C1CCS(=O)(=O)C1 (stereo not drawn),5.1%
C=C[C@H]1CN2CC[C@H]1C[C@@H]2CNC(=O)c1ccc2ccccc2c1,u
CCN(Cc1nc(-c2ccc(OC)cc2)oc1C)S(=O)(=O)c1ccc(Cl)cc1,-10.2%
Cc1cc2nn(-c3ccc(F)cc3)nc2cc1NC(=O)c1cccc2ccccc12,40.0%[activator]
Cc1cnc(CC2CCN(C(=O)CCc3nc4ccccc4s3)CC2)n1CC1CC1,-13.6%
COc1ccc2cc(C3CN(C(=O)CCc4n[nH]c(C)n4)CCO3)ccc2c1 (stereo not drawn),-5.6%
COc1ccc(CNC(=O)Cc2csc3nc(-c4ccc(F)cc4)cn23)cc1,-11.3%
CCOc1ccc(C(=O)N2CCC(Cc3nc(-c4cccc(OC)c4)no3)CC2)cc1,u
COc1ccc(Cl)cc1-c1ccc2c(c1)C(=O)N1CCN(C(=O)C3CCNCC3)C[C@@H]1C(=O)N2,u
COc1cccc(C(=O)N2CCc3[nH]nc(C(=O)NCCCc4ccccc4)c3C2)c1,i
Cc1ccc(C)c(NC(=O)CSc2nc3ccccc3nc2N2CCOCC2)c1,32.9%[activator]
O=C(C1CCCCC1)N1[C@H]2CC[C@@H]1c1cnc(-c3ccc(F)cc3)nc1C2,i
COCCNC(=O)CCC[C@@H]1[C@H]2CCCN3CCC[C@@H](CN1C(=O)c1ccccc1)[C@@H]23,-19.3%
C[C@@H]1CN(C(=O)Cc2cc(F)cc(Cl)c2)CC[C@]1(C)O,-0.5%
CCOc1cc(=O)n2c(c1C(=O)Nc1ccc(C)c(F)c1)CCCC2,i
Cc1cc(Cl)ccc1NC(=O)C1CCN(C(=O)c2ncn3c2COC(c2ccc(F)cc2)C3)CC1 (stereo not drawn),i
CCOc1ccc(CCNC(=O)CN(c2ccc(C)cc2)S(=O)(=O)N(C)C)cc1OCC,-0.9%
O=C(Cc1ccccc1Cl)N[C@H]1CCOC[C@H]1C1CCOCC1,1.9%
CCCCCC(=O)Nc1nc2c(s1)C[C@@H]1[C@](C)(CO)[C@H](O)CC[C@@]1(C)[C@@H]2CC(=O)O,20.8%
COCc1nc(C2CC(N)C2)cc(N2CCc3[nH]nc(C(=O)OC)c3C2)n1 (stereo not drawn),-7.8%
O=C(COc1ccccc1Cl)Nc1ccc(OCc2cc(=O)n3ccsc3n2)cc1,-1.7%
Cc1ccc(NC(=O)C(=O)NCC(c2cccnc2)N2CCc3ccccc32)cc1Cl (stereo not drawn),u
COc1cc(Br)c(/C=C(\C#N)c2nc3ccccc3[nH]2)cc1OC,-11.6%
CCN1CCN(c2ccc(C(=O)NCCCn3ccnc3C(C)C)cn2)CC1,-14.1%
CNC(=O)C1CCN(C(=O)N2CC(C)Oc3ccc(C)cc32)CC1 (stereo not drawn),-6.9%
COc1ccc(C(=O)N2CCn3c(nn(-c4ccc([N+](=O)[O-])cc4)c3=O)C2)cc1,-4.2%
COCCc1noc(-c2ccccc2OC2CN(C(=O)c3ccc(C)nc3)C2)n1,u
Cc1oc(-c2ccc(C(=O)NC(C)c3ccccc3)cc2)nc1CS(=O)(=O)c1ccccc1 (stereo not drawn),u
CCOc1ccccc1-c1noc(-c2nnn3c2COC(c2ccc(F)cc2)C3)n1 (stereo not drawn),-2.3%
CCn1cnnc1-c1nn(C)c2c1CN(C(=O)c1cc(F)ccc1F)CC2,-14.9%
Cc1cccc(NC(=O)C2CCCN2S(=O)(=O)c2ccc3c(c2)n(C)c(=O)c(=O)n3C)c1 (stereo not drawn),-15.6%
COc1ccc(CN2C[C@@H]3C(=O)N(C)C(=O)[C@@H]3C2)c(OC)c1,24.1%
CCOC(=O)c1[nH]c(C)c(CCC(=O)Nc2cccc(C(F)(F)F)c2)c1C,-12.5%
CCCNC(=O)N(C1CCOCC1)C1CCN(C(=O)CCc2c[nH]c3ccccc23)CC1,-2.3%

# Looked up by compound from above, 4 records:
SMILES,Pf Dd2 growth
CCn1cnnc1-c1nn(C)c2c1CN(C(=O)c1cc(F)ccc1F)CC2,-14.9%
COCCc1noc(-c2ccccc2OC2CN(C(=O)c3ccc(C)nc3)C2)n1,u
Cc1cc(Cl)ccc1NC(=O)C1CCN(C(=O)c2ncn3c2COC(c2ccc(F)cc2)C3)CC1 (stereo not drawn),i
CCN(Cc1nc(-c2ccc(OC)cc2)oc1C)S(=O)(=O)c1ccc(Cl)cc1,-10.2%

# (listing goes on)
SMILES,Pf Dd2 growth
CCc1ocnc1C(=O)N1CCC(Oc2ccccc2)(C(=O)O)CC1,-5.2%
Cc1cccc(C(=O)N2C[C@@H](Oc3cccnc3)C[C@H]2C(=O)N2CCOCC2)c1,13.1%
Cc1ccc(-c2nnc(C3CN(C(=O)c4ccco4)CC34CCOCC4)o2)cc1 (stereo not drawn),i
Cc1ccc(Sc2c(C)nn(C(=O)COc3ccccc3Br)c2C)cc1,19.2%
COCCN1CC(CO)C2(CCN(Cc3sccc3C)CC2)C1 (stereo not drawn),u
CCC(CC)C(=O)Nc1ccc2nc(SCC(=O)N3CCOCC3)sc2c1,-10.1%
Cc1ccccc1NC(=O)CCNc1c(-c2ccc(F)cc2)nc2cnccn12,i
CC(C)(C)n1nnnc1C1CC2(CCOCC2)C(=O)N1Cc1ccc(F)cc1Cl (stereo not drawn),-17.2%
COc1ccc(Cn2c(C3CCN(C(=O)c4ccccc4F)CC3)n[nH]c2=O)cc1,22.5%
CN[C@@H](CC(C)C)C(=O)N[C@H]1CCN2C(=O)c3cc(-c4ccc(OC)cc4OC)ccc3NC(=O)[C@@H]2C1,-8.3%
Cc1ccc(S(=O)(=O)Nc2ccc3c(c2)c(C(=O)OC(C)C)c(C)n3S(=O)(=O)c2ccc(C)cc2)cc1,u
CCCCCn1c(=O)[nH]c2cc(C(=O)Nc3cc(OC)cc(OC)c3)ccc2c1=O,-26.2%
COc1ccccc1Nc1nn2c(=O)c3ccc(C(=O)NCc4ccc(F)cc4)cc3nc2s1,36.8%
Cc1nnsc1C(=O)N[C@H]1CCN(C(=O)c2cccn2C)[C@H](C(=O)N[C@H](Cc2ccccc2)C(N)=O)C1,-0.6%
O=C(Cc1ccc(OC(F)(F)F)cc1)N1CC2CC(C1)[C@H]1CCCC(=O)N1C2 (stereo partly drawn),-23.3%

# Next section (3 carried over from the part before).
SMILES,Pf Dd2 growth
COc1ccccc1Nc1nn2c(=O)c3ccc(C(=O)NCc4ccc(F)cc4)cc3nc2s1,36.8%
Cc1nnsc1C(=O)N[C@H]1CCN(C(=O)c2cccn2C)[C@H](C(=O)N[C@H](Cc2ccccc2)C(N)=O)C1,-0.6%
O=C(Cc1ccc(OC(F)(F)F)cc1)N1CC2CC(C1)[C@H]1CCCC(=O)N1C2 (stereo partly drawn),-23.3%
COC(=O)[C@@H]1Cc2ncn(C(C)C)c2CN1S(=O)(=O)c1cccc(C(F)(F)F)c1,u
Cc1nc(-c2nc3c([nH]2)CCCNC3=O)cc(=O)[nH]1,-10.2%
O=C(Nc1ccc(-c2nnc3n2CCCC3)cc1)C1CCC1,6.6%
CCCCNc1ncc(C(=O)O)c(C)n1,7.3%
Cn1cccc1C(=O)N1C[C@@H](COc2ccccc2)[C@H](C(N)=O)C1,u
Cc1ccc(C)c(Cn2cc(CCC(=O)NC3CCCCC3)c3ccccc32)c1,i
CCOC(=O)C1CCN(CCC(=O)Nc2ccccc2OC)CC1,49.5%[activator]
O=C(O)c1ccc(NCc2nc3c(n2Cc2ccccc2)C(=O)N(Cc2cccc(Cl)c2)CCN3)cc1,-0.8%
CCC(=O)N1CCC(N2CC(OC)C23CCOCC3)CC1 (stereo not drawn),2.1%
CCc1ccccc1NC(=O)N1CCCC(Cn2cnc3cccnc32)C1 (stereo not drawn),u
CCC1CN(C(=O)N2CCC(C(=O)NCCc3ccccc3C)CC2)c2ccccc2O1 (stereo not drawn),i
CC(C)c1ccc(S(=O)(=O)N2CCN(Cc3cccc(F)c3)CC2)cc1,43.4%[activator]
CCc1ccc(NC(=O)C2CCN(C(=O)c3ncn4c3COC(c3ccccc3)C4)CC2)cc1 (stereo not drawn),i
COc1ccc(NC(=O)CSc2nc3ccccc3nc2N2CCOCC2)c(OC)c1,i
Cc1cc(CNC(=O)[C@@H]2CCC[C@@H](NC3CCC3)CN(C)C(=O)C2)no1,-5.5%[44.1 µM]

# Molecules shown so far that have a CF3 group, in the order listed:
SMILES,Pf Dd2 growth
Cc1cc(F)ccc1OC1CN([S+](=O)([O-])c2cccc(C(F)(F)F)c2)C1,-4.6%
CCOC(=O)c1[nH]c(C)c(CCC(=O)Nc2cccc(C(F)(F)F)c2)c1C,-12.5%
O=C(Cc1ccc(OC(F)(F)F)cc1)N1CC2CC(C1)[C@H]1CCCC(=O)N1C2 (stereo partly drawn),-23.3%
COC(=O)[C@@H]1Cc2ncn(C(C)C)c2CN1S(=O)(=O)c1cccc(C(F)(F)F)c1,u

# (list continues)
SMILES,Pf Dd2 growth
COc1ccc(-c2noc(C(=O)NC3CCC3)c2[C@H](C)O)cc1,-7.7%[44.1 µM]
O=C(NC[C@@H]1C[C@H](F)CN1)c1ccc(-c2cn(-c3ccccc3)cn2)cc1,-19.4%
Cc1oc2c(c1C(=O)N(C)C)CN(C(=O)CCc1ccccc1)CC2,6.31µM*
COCCN1C(=O)c2ccccc2C(C(=O)NC2CC2)C12CCCCC2 (stereo not drawn),-15.4%
COC1CN(c2cccc(F)c2)C12CCN(C(=O)c1ccc3ccccc3n1)CC2 (stereo not drawn),-2.0%
Cc1ccc(S(=O)(=O)NCC(c2ccc(N(C)C)cc2)N2CCc3ccccc32)cc1 (stereo not drawn),u
COCCOc1ncccc1-c1noc([C@@H]2CCCN2Cc2ccc(OC)cc2)n1,u
CC1(COc2ccc3[nH]ccc3c2)COc2ccc(C(=O)Nc3cccnc3)cc2N1 (stereo not drawn),i
CCOc1ccc(C(=O)c2cn(CC(=O)Nc3ccc(OC)cc3)c3cc4c(cc3c2=O)OCCO4)cc1,25.2%
CC(C)C1=NOC(C(=O)N2CCn3nc(C(=O)NCc4ccccn4)cc3C2)C1 (stereo not drawn),1.9%
Cc1cccc(CSc2nnc3[nH]c(=O)cc(-c4ccccc4)n23)c1,8.4%
COCCC1(NS(C)(=O)=O)CCN(C(=O)c2c(C)noc2C)CC1,-7.5%
Cn1nccc1C(=O)N1CCCC1c1nc(C2CCOCC2)no1 (stereo not drawn),28.5%
O=C(C1CCCC1)N1CCOC[C@H](Oc2ccc(C(F)(F)F)cc2)C1,u
CC(C)NC(=O)c1nc(-c2ccc(Cl)cc2)c2ccccn12,2.3%
O=C(c1cc(-c2cccnc2)nc2ccccc12)N1CCCC2(CCOC2)C1 (stereo not drawn),-6.4%
CNC(=O)c1c(NC(=O)c2ccc(S(=O)(=O)N3CCCCC3)cc2)sc2c1CCC2,17.1%
Cn1nccc1CN1CCCC2(CC(c3cccnc3)=NO2)C1 (stereo not drawn),10.7%
O=C(Cn1ccn2nc(-c3ccccc3)c(CO)c2c1=O)Nc1ccc(F)c(Cl)c1,25.1%
COc1ccc(N2CC(NC(=O)COc3ccc4ccccc4c3)CC2=O)cc1OC (stereo not drawn),-13.5%
O=C(O)c1ccc(-c2ccc(C(=O)O)cn2)cc1,1.5%[44.1 µM]
